Measles CPE – protection of cells from measles virus | protection (pct of control), % at 4 µM | Measles virus-infected cells, CPE protection, absorbance | hit rate 1.5% among 140,000; in the data active = protection mostly above about 24%, no sharp cut-off; inactive = mostly below about 26%; also: some compounds called inactive have numbers as strong as hits
Yeast lifespan up – yeast lifespan extension; S. cerevisiae growth with nicotinamide, OD615; deaD strain in restrictive glucose medium; inhibition of the nicotinamide effect, % at 10 µM; hit rate 0.68% among 130,000;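 active = inhibition above a set limit, placed 3 SD over the median of all compounds, cut at about 26% in these data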;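 also: 0% = nicotinamide-treated wells and 100% = cells grown without nicotinamide; some compounds called inactive have numbers as strong as hits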
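System: DeaD-strain S. cerevisiae / Buffer or medium: CSMM-D, restrictive glucose (dextrose) synthetic minimal medium / Probe or stimulus: nicotinamide, 1.5 mM, co-present with compound / Compound: one concentration, 10 µM, DMSO 0.25% / Incubation: 48 h compound exposure at 30 °C, humidified / Technique: optical density (absorbance) at 615 nm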
GALR2 antag – GALR2 (human) receptor antagonism; hit rate 0.39% among 140,000; AID 828; GALR2-expressing cells, antagonist mode; O43603; inhibition, % at 4 µM; in the data active = inhibition above about 27%;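 also: cells stimulated with galanin 1-16 at roughly its EC80; 0% = agonist challenge control and 100% = basal control without agonist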
Target sequence (O43603 whole entry, looked up): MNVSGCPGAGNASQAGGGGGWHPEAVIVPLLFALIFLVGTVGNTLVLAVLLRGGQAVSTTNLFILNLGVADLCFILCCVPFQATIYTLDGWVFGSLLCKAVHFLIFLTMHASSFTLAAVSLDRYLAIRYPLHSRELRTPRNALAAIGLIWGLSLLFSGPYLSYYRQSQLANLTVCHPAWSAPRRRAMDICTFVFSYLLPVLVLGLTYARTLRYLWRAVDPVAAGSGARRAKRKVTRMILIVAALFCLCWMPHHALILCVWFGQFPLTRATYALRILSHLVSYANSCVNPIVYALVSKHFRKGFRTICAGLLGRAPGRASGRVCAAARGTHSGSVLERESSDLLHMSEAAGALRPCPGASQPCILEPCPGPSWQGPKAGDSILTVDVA
BB579 growth dn – chemicals that inhibit yeast BB579 growth in restrictive medium (lifespan-shortening candidates); S. cerevisiae BB579 growth, OD615, 48 h; inhibition, % at 10 µM; hit rate 0.51% among 140,000; AID 804;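 active = inhibition above a set limit, 3 SD over the mean compound inhibition, cut at about 44% in these data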; also: inactives centre near -24
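System: Saccharomyces cerevisiae DeaD strain BB579, replicative lifespan model yeast. Buffer or medium: restrictive glucose-based CSMM-D medium. Doses: one dose, 10 µM compound with 0.25% DMSO. Timing: 4 h preincubation and 48 h exposure at 30 °C. Detection: turbidity as optical density at 615 nm. Benchmarks: amphotericin B 10 µg/mL, positive.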
NPY-Y2 antag – NPY-Y2 (human) receptor antagonism | NPY-Y2 expressing cells, antagonist mode | P49146 | hit rate 0.99% among 140,000 | inhibition, % at 2.7 µM; in the data active = inhibition above about 17%;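 also: 0% = vehicle with agonist challenge and 100% = reference antagonist with challenge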
Target sequence (P49146 whole entry, looked up): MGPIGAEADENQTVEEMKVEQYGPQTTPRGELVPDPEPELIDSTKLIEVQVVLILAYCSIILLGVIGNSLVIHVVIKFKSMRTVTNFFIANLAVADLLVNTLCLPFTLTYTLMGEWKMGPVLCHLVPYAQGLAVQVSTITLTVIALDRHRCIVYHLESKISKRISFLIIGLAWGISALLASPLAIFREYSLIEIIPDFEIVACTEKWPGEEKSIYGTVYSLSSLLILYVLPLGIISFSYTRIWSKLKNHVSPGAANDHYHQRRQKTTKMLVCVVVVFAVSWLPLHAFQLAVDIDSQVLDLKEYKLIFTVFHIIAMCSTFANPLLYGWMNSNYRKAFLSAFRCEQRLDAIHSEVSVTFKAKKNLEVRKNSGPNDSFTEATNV
HCT116 PTEN-null – growth suppressors of cells with PTEN tumor suppressor deletion. AID 827. hit rate 1.2% among 140,000. HCT116 PTEN-null viability, CellTiter-Glo, 60 h; stronger effect = lower value. viability, % at 10 µM;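 active = viability at or below a set limit, 4 SD under the median of all tested compounds, cut at about 3.7% in these data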;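 also: PTEN knockout HCT116 line with beta catenin targeted HCT116 as companion control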
MRP-1 activ – MRP-1 activation; H69AR cells + doxorubicin, viability rescue, CellTiter-Glo; viability increase, % at 10 µM; hit rate 0.61% among 140,000;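 active = viability gain under doxorubicin at or above a set limit, the compound median plus 3 SD, cut at about 4.7% in these data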;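 also: MRP-1 overexpressing cells given doxorubicin 25 µM after compound pretreatment; 18-22 h compound pretreatment then 72 h with doxorubicin before readout; 0% = doxorubicin-only wells and 100% = vehicle-treated cells without doxorubicin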
HCT116 bCat-KO – beta-catenin-lacking colon tumor cell growth suppression; HCT116 beta-catenin knockout viability, CellTiter-Glo, 60 h; stronger effect = lower value; viability, % at 10 µM; hit rate 1.5% among 140,000;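 active = viability at or under a set limit, the compound median less 4 SD, cut at about 6% in these data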;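 also: 0% = Hyamine 1622 control at 20 µM and 100% = untreated cell control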
E-sel TNF inh – blocks E-selectin expression induced by TNF alpha; HUVEC TNFa-induced E-selectin immunofluorescence, high content; inhibition, % at 2 µM; hit rate 0.71% among 120,000; AID 1246;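 active = inhibition above the batch mean plus 3 SD, and confirmed as a hit on visual image review, cut at about 43% in these data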;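 also: 0% = TNF-stimulated DMSO wells and 100% = unstimulated control wells; not every result past the cut was called active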
Phagocyt inh – macrophage phagocytosis inhibition | J774A.1 macrophage IgG-bead phagocytosis, imaging | inhibition, % at 5 µM | hit rate 0.07% among 110,000;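 active = inhibition above the mean of the plate negative controls plus 5 SD, cut at about 13% in these data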;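 also: phagocytic index as fraction of beads internalized from green versus red external bead signal; plate controls were DMSO negative control for no effect and cytochalasin-D positive control for full effect; some results beyond the cut were filed as inactive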
Numbers without * were called inactive; nt = not tested or not shown.

SMILES	Measles CPE	Yeast lifespan up	GALR2 antag	BB579 growth dn	NPY-Y2 antag	HCT116 PTEN-null	MRP-1 activ	HCT116 bCat-KO	E-sel TNF inh	Phagocyt inh
Cc1c(NC(=O)c2nn3c(c2Br)NC(c2ccccc2)CC3C(F)(F)F)c(=O)n(-c2ccccc2)n1C (centres undefined)	8	-2	14	-23	0	95	-0.2	93	nt	-1
O=C(Nc1nc(-c2ccncc2)cs1)C1COc2ccccc2O1 (centres undefined)	14	-10	-7	22	4	79	-5.0	87	nt	0
CC1CCN(CCCNC(=O)c2coc3nc4ccccc4nc23)CC1	17	-20	-4	-6	0	88	1.8	88	-23	-1
O=C(COC(=O)c1cc[n+]([O-])cc1)Nc1ccc2c(c1)OCCO2	20	-12	3	-56	5	100	-0.1	93	nt	-1
COc1ccc(N2CCN(C(=O)CSc3nnc4c(C)cc5cc(C)ccc5n34)CC2)cc1	29	-1	-21	-18	1	61	-3.9	65	nt	-2
COC(=O)c1ccc(NC(=O)c2ccccc2SC)cc1	3	-24	-2	1	3	77	3.6	78	-1	nt
CCOc1ccc(N2C(=O)CC(N3CCN(C(=O)CN4CCCC4)CC3)C2=O)cc1 (centres undefined)	3	-13	7	-32	-1	97	-0.9	87	-8	nt
CCOc1ccc(N=Cc2c(O)n(-c3cccc(C)n3)c(=O)c3ccccc23)cc1	1	-3	-3	-14	0	74	2.8	81	15	-4
CN1C(c2ccc(F)cc2)=CS/C1=C(\C#N)c1nnc2n1-c1ccccc1SC2	31*	-21	5	-17	8	54	-0.9	39	28	0
CCCC(=O)N1CCCC(c2nc(-c3cccs3)no2)C1 (centres undefined)	2	-15	-18	11	1	101	-0.7	99	11	1
CCOC(=O)CN(c1ccccn1)S(=O)(=O)c1ccccc1	35*	-8	-1	19	-1	100	1.3	84	-24	nt
CCn1c(CC(=O)Nc2ccc(C)cc2)nnc1SCC(=O)Nc1nc(C)cs1	3	-18	3	-35	-2	98	-1.7	104	-10	nt
Cc1c(Nc2cc(=O)oc3ccccc23)c(=O)n(-c2ccccc2)n1C	7	-1	1	-21	2	88	0.3	85	-12	0
O=c1[nH]c(SCc2nc3ccccc3n2Cc2ccccc2)nc2ccccc12	2	-13	5	-16	15	2.7*	-5.6	2.1*	nt	0
COc1ccccc1N1Cc2ccccc2C1	7	-3	-8	-30	-2	90	-2.5	95	1	0
Cc1ccc(-c2ccc(=O)n(CC(=O)N3CCN(c4cc(Cl)ccc4C)CC3)n2)cc1	9	-10	-2	2	2	86	3.8	80	-27	-1
Cc1ccc2[nH]c(=O)c(CN(Cc3cccnc3)Cc3nnnn3CCN3CCOCC3)cc2c1	1	-9	-5	8	2	102	0.7	92	-23	nt
Cc1nc(N)sc1-c1csc(NCc2ccccc2)n1	3	-6	-14	-31	1	99	-4.8	100	15	0
CCCCOC(=O)Cn1c(=O)c2c(nc(Br)n2Cc2ccccc2)n(C)c1=O	4	23	7	-34	5	75	0.1	81	nt	-2
COC(=O)c1ccc(CSc2nc3ccccc3c(=O)n2-c2cccc(OC)c2)o1	6	1	4	-31	6	72	-2.1	76	-43	-1
N#CC1=C(N)Oc2c(sc3ccccc23)C1c1ccco1 (centres undefined)	13	-5	7	-26	0	4	-5.9	3.2*	20	nt
COCCNC(=S)N/N=C/c1ccc(OCc2ccc(C(=O)OC)cc2)cc1	nt	2	-2	-18	3	83	0.7	89	nt	-9
COc1cc(OC)cc(C(=O)NNC(=O)c2ccccn2)c1	0	-4	-1	0	0	6	-1.8	7	nt	-10
CCN(CC)C(=O)c1c([N+](=O)[O-])c(C(C)(C)C)nn1C	12	7	-14	-12	-1	89	0.6	85	nt	0
Cc1cc(C)c(C)c(S(=O)(=O)NCC(=O)NCc2ccco2)c1C	5	3	-1	-34	4	102	-2.8	94	-15	-5
COc1ccc(NC(=O)CSc2nnc(CNC(=O)COc3ccc(Cl)cc3)o2)c(OC)c1	5	-13	-2	-29	-2	88	4.4	92	nt	2
O=c1ccc2cc(S(=O)(=O)Nc3ccc(F)cc3)ccc2o1	8	-1	7	-67	2	92	1.7	90	30	-2
CC(=O)c1ccc(OCC(O)CN2CCN(c3ccccn3)CC2)cc1 (centres undefined)	4	4	-1	-38	-3	94	-3.0	96	nt	0
O=C(Nc1ccc(N2CCOCC2)cc1)c1cnsn1	2	-11	2	25	3	96	0.3	93	-5	2
O=C1Cc2ccccc2Sc2c(OCCN3CCCCC3)cccc21	11	7	2	-19	14	64	-3.8	57	-14	0
CC(/C=N/NC(=O)CSc1nc(C)cc(C)n1)=C\c1ccccc1	18	-2	6	-12	5	92	-0.6	93	nt	-5
c1ccc2c(-c3nc(-c4ccncc4)no3)cccc2c1	13	-21	16	-19	3	70	-3.9	78	1	1
CC(C)CCn1c(C(C)O)nc2ccccc21 (centres undefined)	7	-10	-5	-7	0	103	0.5	108	30	0
CC1CCN(C(=O)Cn2c(SCC(=O)Nc3nccs3)nc3ccccc32)CC1	4	-16	3	-48	5	81	-3.0	85	nt	1
O=C(O)CCC(=O)N1CCN(c2cccc(Cl)c2)CC1	19	-5	8	12	2	91	-0.8	100	-4	8
CCCS(=O)(=O)c1c(S(=O)(=O)CCC)c2cnccn2c1C(=O)c1ccc(CC)cc1	3	nt	-2	-17	2	77	-0.3	82	13	nt
Cc1cccc(-n2ncc3c(N4CCc5ccccc54)ncnc32)c1	3	-7	16	-16	0	78	-1.0	73	3	-1
CCOC(=O)c1c(NC(=O)CSc2ncnc3ccccc23)sc(C)c1C	8	1	3	-39	6	95	-3.2	87	nt	1
O=C(Cc1cccs1)N1CCCC(c2nc3c(nnn3Cc3ccc(F)cc3)c(=O)[nH]2)C1 (centres undefined)	4	-9	-1	-61	0	95	-0.7	88	12	1
COc1ccc(OC)c(C(c2nnnn2C2CCCC2)N2CCN(c3ccccc3)CC2)c1 (centres undefined)	1	3	1	-43	9	80	1.3	74	-21	-1
CCN1C(=O)CC(N2CCN(C(c3ccccc3)c3ccccc3)CC2)C1=O (centres undefined)	7	-9	-4	-28	1	84	-2.7	75	1	-2
CCN1CCN(Cc2ccc(NC(=O)Nc3ccccc3Cl)cc2)CC1	9	-5	15	19	2	94	-2.5	80	-5	-1
COc1cc(NC(=O)C(C)C)ccc1NC(=O)c1ccco1	5	-11	5	-3	1	105	1.5	108	nt	0
COc1ccccc1N1C(=O)CC(Sc2nc(C)cc(C)n2)C1=O (centres undefined)	5	-19	-2	-14	6	115	-0.6	94	-6	1
S=c1[nH]nc(COc2ccccc2)n1/N=C/c1cccs1	32	-1	-6	-13	1	86	-1.5	96	-5	-8
CCn1c(C(=O)Nc2ccsc2C(=O)OC)cc2sc(Cl)cc21	22	-9	3	24	1	76	-5.1	72	nt	0
O=C(O)C1CCCCC1C(=O)Nc1ccc(Cl)cc1 (centres undefined)	10	-6	-11	-58	2	110	-0.6	94	1	0
O=S(=O)(NCC1OCCc2ccccc21)c1ccc(S(=O)(=O)N2CCOCC2)cc1 (centres undefined)	14	-6	6	-43	0	98	-0.5	98	nt	-3
Cc1[nH]c(=S)sc1Cc1ccc(Cl)c(Cl)c1	12	-3	-4	4	13	97	0.9	103	nt	-9
Cc1cc(C)nc(NS(=O)(=O)c2ccc(NC(=O)CSc3nc4ccccc4[nH]3)cc2)n1	10	8	-1	-33	7	83	-0.5	87	11	-10

Continued.
SMILES	Measles CPE	Yeast lifespan up	GALR2 antag	BB579 growth dn	NPY-Y2 antag	HCT116 PTEN-null	MRP-1 activ	HCT116 bCat-KO	E-sel TNF inh	Phagocyt inh
O=C(c1cccc(C(=O)N2CCc3ccccc32)n1)N1CCc2ccccc21	6	-7	3	-80	15	102	-2.5	95	nt	1
Cc1ccc(S(=O)(=O)N2CCCC2C(=O)Nc2nccs2)cc1 (centres undefined)	2	-5	3	-9	-2	96	-0.6	98	-11	-1
O=C(CSCC(=O)Nc1ccccc1)N/N=C/c1c(O)ccc2ccccc12	8	-3	8	-26	-1	9	-0.2	6	-37	2
CCOC(=O)c1c(=O)n(O)c2ccc(C)cc2[n+]1[O-]	13	1	-6	2	2	101	-0.9	105	-32	0
O=C(CCCc1c[nH]c2ccccc12)N1CCN(c2ccc(N3CCOCC3)nn2)CC1	5	2	-4	-19	1	92	-3.8	92	-23	1
Cc1csc(NC(=O)CCC(=O)N(CC(=O)NC2CCCC2)Cc2ccco2)n1	23	-11	-1	-16	1	89	-1.7	83	nt	0
O=C(O)COc1ccc2nsnc2c1Cl	22	-10	17	-18	8	92	-3.2	98	nt	-1
Clc1ccc(C2=NN=C3COc4ccccc4N3C2)cc1	10	-4	-9	-61	1	85	-1.8	87	nt	5
O=C(O)CCCNC(=O)c1cncc(Br)c1	6	4	-3	-42	2	88	0.2	100	nt	-2
COc1ccccc1N1CCN(C(=O)C(NS(=O)(=O)c2cccs2)c2ccccc2)CC1 (centres undefined)	9	-12	1	-59	1	83	-0.7	76	-14	nt
Cc1nn(C)c(C)c1C1C(C#N)=C(N)Oc2n[nH]c(C)c21 (centres undefined)	18	-1	-10	-30	8	96	-2.6	86	nt	-4
NS(=O)(=O)c1ccc(CCNC(=O)C2CCN(S(=O)(=O)c3cnc[nH]3)CC2)cc1	8	-15	-8	13	0	95	-0.5	97	nt	-1
COc1ccc(-c2ccc(SCC(=O)NCc3ccco3)nn2)cc1OC	16	-14	2	-9	1	50	-2.7	57	-42	nt
COc1ccc(/C=N/NC(=O)C[n+]2ccccc2)c(OC)c1OC	5	7	7	8	1	105	2.2	103	-6	-10
CC(=O)Nc1cccc(NC(=O)c2oc3ccccc3c2C)c1	2	-29	10	2	2	98	-4.0	98	-16	-1
O=C1C(c2ccccc2)C(c2ccccc2)NC(c2ccccc2)C1c1ccccc1 (centres undefined)	5	-2	-1	5	1	79	-2.7	77	nt	-1
CC(=O)Nc1cc(C(=O)N2CCc3ccccc3C2)ccc1Sc1ccc(C)cc1	7	-3	-9	-11	7	86	-1.5	92	-2	nt
COc1ccc(C(=O)Nc2ccccc2-c2nnn(CC(=O)NCc3ccco3)n2)cc1	19	-6	0	-21	0	103	-3.3	95	nt	0
CCOC(=O)C/C(C)=N/NC(=O)CN(c1ccc(Br)cc1)S(=O)(=O)c1ccccc1	3	-3	1	-14	-1	107	-1.0	89	-4	2
CCNC(=O)NC(=O)C(C)OC(=O)C1CCN(S(=O)(=O)c2ccc(C)c(C)c2)CC1 (centres undefined)	8	-5	15	-45	1	103	-1.2	93	nt	3
COc1cc(/C=N/NC(=O)COc2c(C)cc([N+](=O)[O-])cc2C)ccc1OC(=O)c1ccccc1	5	-4	-10	-12	5	61	0.2	59	-20	nt
O=C(Nc1ccc(F)cc1F)c1cc(-c2ccco2)on1	2	-10	21	3	4	87	-0.8	100	-2	-2
COCC(C)n1c(SCC(=O)NNC(=O)c2ccccc2)nc2ccccc2c1=O (centres undefined)	4	-1	-9	-15	0	91	-2.9	98	-14	1

Source: PubChem
